aSyn UTR inh: 5' untranslated region of α-synuclein, MLPCN primary screen; alpha-synuclein 5'UTR reporter, inhibitor activity; inhibition, % (tested at 7.5 µM); 300,000 tested, 0.82% active; AID 1813; in the data active = inhibition above about 60%; inconclusive = no clear call, values can overlap the other calls;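 note: H4 neuroglioblastoma cells stably carrying SNCA 5'UTR luciferase fusion; 0% = DMSO wells and 100% = positive control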
GSK3B inh: blocks human GSK3beta kinase activity. P49841. GST-GSK3beta kinase, ADP-Glo luminescence, 60 min; stronger effect = lower value. activity score (negative = inhibition), % at 10 µM. 300,000 tested, 0.038% active. AID 2097;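 active = more than half of replicate wells score below -50%, meaning over 50% inhibition versus plate controls; inconclusive = some replicates but at most half score below -50%; inactive = no replicate scores below -50%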;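 note: 0% = median DMSO wells and -100% = median GW8510 positive control wells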
Target sequence (P49841 whole entry, looked up): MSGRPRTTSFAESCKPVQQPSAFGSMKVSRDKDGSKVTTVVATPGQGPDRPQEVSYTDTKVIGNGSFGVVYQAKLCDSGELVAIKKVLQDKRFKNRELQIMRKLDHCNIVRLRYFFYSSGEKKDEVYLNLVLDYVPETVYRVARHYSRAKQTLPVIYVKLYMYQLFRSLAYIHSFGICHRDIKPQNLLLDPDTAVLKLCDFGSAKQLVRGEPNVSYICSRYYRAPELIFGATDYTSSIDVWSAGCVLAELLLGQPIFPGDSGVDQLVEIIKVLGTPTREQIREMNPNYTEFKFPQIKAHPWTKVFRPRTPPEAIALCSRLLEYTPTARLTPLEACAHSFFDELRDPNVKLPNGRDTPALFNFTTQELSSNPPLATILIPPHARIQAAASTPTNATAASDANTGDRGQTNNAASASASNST
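Test system: GST-tagged human GSK3beta kinase, cell-free; evaluation: activity score scaled between in-plate DMSO and GW8510 controls; measured by: ADP-Glo luminescence; incubation: 60 min reaction, RT; benchmarks: DMSO and 20 µM GW8510; reagent: peptide substrate plus 25 µM ATP (final); medium: Tris/MgCl2 kinase buffer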
GSK3 alpha inh: inhibitors of human GSK-3 alpha kinase. ADP-Glo luminescence, 60 min. inhibition, % at 10 µM. P49840. AID 2650. 320,000 tested, 0.1% active;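 in the data active = inhibition above about 50%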;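 note: GST-tagged GSK-3 alpha with peptide substrate and 25 µM ATP; 0% = DMSO neutral wells and 100% = GW8510 positive control wells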
Target sequence (P49840 whole entry, looked up): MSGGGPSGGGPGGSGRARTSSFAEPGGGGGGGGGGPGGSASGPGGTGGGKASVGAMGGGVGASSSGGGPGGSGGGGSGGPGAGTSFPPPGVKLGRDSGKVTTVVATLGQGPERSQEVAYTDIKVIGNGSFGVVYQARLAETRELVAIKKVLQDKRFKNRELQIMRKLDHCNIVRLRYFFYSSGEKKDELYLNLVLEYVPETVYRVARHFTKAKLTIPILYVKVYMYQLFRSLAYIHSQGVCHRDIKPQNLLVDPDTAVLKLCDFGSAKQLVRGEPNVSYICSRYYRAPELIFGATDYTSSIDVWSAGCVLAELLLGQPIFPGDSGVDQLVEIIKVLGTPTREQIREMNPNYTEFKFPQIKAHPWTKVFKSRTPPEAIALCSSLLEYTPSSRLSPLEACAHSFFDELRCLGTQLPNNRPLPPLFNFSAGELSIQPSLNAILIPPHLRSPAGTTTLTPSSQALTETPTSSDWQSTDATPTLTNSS
HSP90 refold inh: HSP90 refolding inhibition in rabbit reticulocyte lysate; luciferase refolding luminescence, 3 h; inhibition, % at 5.6 µM; 290,000 tested, 0.91% active; AID 1789;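 active = inhibition above the screen-wide mean plus 3 SD, computed separately per campaign, cut at about 16% in these data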;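 note: 0% = DMSO wells and 100% = 60 µM geldanamycin wells; inhibitors lower the luminescence because luciferase stays unfolded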
HIF act: HIF pathway transcriptional activation | U2OS HRE-luciferase reporter, luminescence; normalized: DMSO 0%, desferrioxamine 100% | activation, % at 7.5 µM (by protocol) | 300,000 tested, 0.32% active;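 active = mean activation of at least 10% of the iron chelator positive control signal, with at least half of replicates also reaching 10%; inconclusive = mean and replicate majority disagree about reaching 10%; inactive = mean and most replicates under 10%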
KLF5 inhibitor: kruppel-like factor 5 inhibition | 290,000 tested, 0.23% active | AID 1700 | DLD-1 KLF5 promoter-luciferase reporter, luminescence | inhibition, % at 5 µM;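 active = inhibition above a per-plate limit of that plate's mean compound inhibition plus 3 SD, cut at about 60% in these data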;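 note: 0% = DMSO wells and 100% = LY294002 at 200 µM; higher means less KLF5 promoter-driven luciferase light; inactives centre near -14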
HSF1 activator: increases HSF-1 driven luciferase reporter signal; NIH3T3-HGL HSF-1 luciferase reporter, MG132, 8 h; 100% = twice DMSO control signal; activation, % at 9 µM; 300,000 tested, 1.7% active;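 active = mean replicate activation of at least 50% with a set share of replicates each reaching 50%; inconclusive = only one of those two conditions met; inactive = mean below 50% and too few replicates reaching it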;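 note: 0% = median of the neutral control wells and 100% = twice that signal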
HSF1 inhib: HSF1 inhibition. NIH3T3-HGL HSE-luciferase, MG132-induced, luminescence 8 h; stronger effect = lower value. AID 2098. activity change, negative = inhibition, % at 7.5 µM (by protocol). 300,000 tested, 0.77% active;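 active = more than half of replicate wells show activity change below -50%, luminescence cut by over half; inconclusive = some wells, but at most half, below -50%; inactive = no replicate well below -50%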;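 note: luciferase reports HSF-1 transcriptional activity via heat shock element; 0% = median of DMSO wells and -100% = zero luminescence signal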
IEC-6 tox: IEC-6 cytotoxicity, counter-screen for KLF5 inhibitors; luminescence viability; inhibition, % at 5 µM; 290,000 tested, 0.78% active; in the data active = inhibition above about 22%;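 note: 0% = plate median of test compound wells and 100% = cytotoxic reference compound wells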
AI-2 QS mod: modulates the Vibrio harveyi AI-2 quorum sensing system | 300,000 tested, 0.4% active | AID 2094 | activity change, % at 7.5 µM | Vibrio harveyi JMH597 AI-2 luminescence/OD600 ratio, 9 h; stronger effect = lower value; strain lacks LuxN and CqsS sensors; 0 = neutral-control median; in the data active = activity change below about -75%, passing the limit was not always enough; inconclusive = no clear call, values can overlap the other calls;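 note: luminescence divided by OD600 gain over 9 h not by final OD600 alone; inactives centre near 13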
An asterisk follows results filed as active; i = inactive; ? = inconclusive; / = no result given. This is a random part of the collection. Share with any hit: about 4.7%.

SMILES	aSyn UTR inh	GSK3B inh	GSK3 alpha inh	HSP90 refold inh	HIF act	KLF5 inhibitor	HSF1 activator	HSF1 inhib	IEC-6 tox	AI-2 QS mod
CCOC(=O)N1CCN(C(=O)C2CCN(Cc3cccc(OCc4ccccc4)c3)CC2)CC1	0	-13	-1	-2	-0.1	-37	-3	-9	-15	15
CC(C)c1nc(Cl)c(C#N)c2c1CCCC2	9	-4	/	-4	0.4	18	-33	-30	0	21
Cc1cccc(C)c1N1CCN(C(=O)Cn2cncn2)CC1	-10	-1	2	-1	0.9	-2	-1	-3	-2	16
CCOc1ccc(C(C)=O)cc1COc1ccc(-c2nnco2)cc1	5	0	1	2	-0.3	-22	22	0	3	10
CC(C)CN1CCC(=O)N(CCO)CC1	-10	0	-3	-3	0.1	2	17	1	1	1
COc1ccc(S(=O)(=O)Nc2ccc(N3CCOCC3)cc2)cc1[N+](=O)[O-]	-24	1	0	0	-0.1	-17	-5	-8	4	48
CC1=NN(C(N)=S)C(=O)C1N=Nc1cccc(Cl)c1 (stereo unspecified)	-86	-7	0	4	1.7	-46	23	19	0	6
CCOC(=O)C1Cn2c(nc3c(c2=O)C(C)(C)Cc2ccccc2-3)S1 (stereo unspecified)	17	2	-4	8	-13	-5	13	0	2	1
O=C(O)c1ccc(Nc2nc3c(s2)CCCC3)cc1	-16	0	12	67*	-1.1	15	/	/	2	7
Cc1ccc(CNc2cccnc2)cc1	-61	-3	0	7	1.9	-29	-24	-7	-5	-21
CC(=O)Nc1cc(NC(=O)C2C3C=CC(C3)C2C(=O)O)ccc1Cl (stereo unspecified)	-12	1	0	-3	0.3	-12	-24	-11	-4	-8
O=C(NC1CCCCCCC1)c1c(O)c2ccccc2[nH]c1=O	-99	0	-2	4	2.3	1	-5	7	2	24
COCCn1c(C)cc(C(=O)COC(=O)CNC(=O)c2ccccc2)c1C	-10	-8	-1	4	0.0	-26	-15	-11	-3	19
CN(Cc1cccnc1)Cc1cn(Cc2ccccc2)nc1-c1ccc2c(c1)OCO2	1	-1	-1	-4	0.6	-31	44	19	-7	15
O=C(O)c1csc(-c2ccccc2)n1	3	-2	-5	0	0.1	-45	-55	-43	-2	40
C(=C\c1nnc(-c2cccs2)o1)/c1ccccc1	-53	-2	-4	9	0.6	-114	?	40	-1	-69
COc1ccc(S(=O)(=O)N2CCCC2CNC(=O)C(=O)NCc2ccccc2Cl)cc1 (stereo unspecified)	10	0	2	/	0.3	/	-2	2	/	24
CCOc1cc2[nH]c(=S)n(Cc3ccc(C(=O)NCC(OC)OC)cc3)c(=O)c2cc1OCC	12	-2	0	-2	-1.2	-11	2	0	-7	13
COc1ccc(-n2ncc3c2CC(C)(C)CC3NC(=O)CN2CCOC2=O)cc1 (stereo unspecified)	-10	2	/	-7	0.5	-45	-9	-7	-2	9
O=C(Nc1cc(Cl)cc(Cl)c1)C1CCCC1	15	0	-3	4	-1.5	-33	2	-1	-6	11
FC(F)(F)c1nc(SCc2ccccc2)n[nH]1	21	4	-1	/	0.0	/	7	1	/	22
O=C(Nc1ccccc1)O/N=C/c1ccc(F)cc1	-189	0	5	3	-0.2	-124	?	27	5	-36
COc1ccc(C)cc1Nc1n[n+](-c2ccccc2)c(-c2cccc(Cl)c2Cl)s1	13	1	2	5	-0.8	-33	6	-4	4	43
O=C(NC1CCCCC1)C(c1cccs1)N(C(=O)Cc1c[nH]c2ccccc12)c1ccc(F)cc1 (stereo unspecified)	16	0	0	0	-0.3	1	51*	39	3	24
Cc1ccccc1C(=O)NC(=S)NCCc1ccccc1	-66	2	1	-3	-0.2	-21	3	11	2	-2
Cc1ccc(-c2cc(C(=O)Nc3cnn(C(C)C)c3)no2)cc1	-47	1	-1	4	2.3	-16	27	4	13	27
COCCn1c(SCC(=O)N2CCCC2)nc2c([nH]c3ccccc32)c1=O	15	0	0	1	-0.1	-10	11	5	5	18
CNc1cc(-n2nc(C)cc2-c2ccccc2)ncn1	27	-2	5	-1	2.0	-18	-3	2	7	10
Cc1ccc(-c2nc(CS(=O)CC(=O)NCc3ccc(Cl)cc3)c(C)o2)cc1 (stereo unspecified)	-8	-1	0	-1	-0.1	-3	10	4	-10	14
Cc1nn(-c2ccccc2)c(Cl)c1C(=O)OC(C)C(=O)NC(=O)NC1CCCCC1 (stereo unspecified)	11	1	-3	3	-0.2	-17	14	2	3	15
CC1CCc2nc3ccccc3c(C(=O)OCC(=O)N3CCc4ccccc43)c2C1 (stereo unspecified)	-6	-1	-2	-5	0.1	12	5	-4	-14	20
O=c1c2cn(Cc3ccccc3)c3ccccc3c-2nn1Cc1ccc(F)cc1Cl	10	-3	/	-2	1.5	1	8	-2	2	16
COc1ccc2c(CC(=O)NCCN3C(=O)S/C(=C\c4cccnc4)C3=O)coc2c1	-12	4	-1	-1	-0.7	-19	7	-8	0	13
CCOc1ccc(C(=O)CN2CCN(S(=O)(=O)c3ccc(F)cc3)CC2)cc1	-1	2	-1	1	0.3	-38	6	2	1	17
COc1ccc(CNC(=O)c2coc(=O)c3ccccc23)c(OC)c1	13	2	0	-3	0.2	-11	2	1	-8	16
CCOC(=O)c1c(C)[nH]c(C)c1C(=O)COC(=O)[C@@H]1CCCN1S(=O)(=O)c1ccc(Cl)cc1	-10	0	3	-7	0.8	-7	6	6	-2	21
CN(C)c1ccc(P(=O)(OC2CCCCC2)C(Nc2ccccc2)c2cccnc2)cc1 (stereo unspecified)	-5	1	1	-5	-0.9	-18	31	0	-5	3
CSc1ccc(S(=O)(=O)N2CCC(C(=O)Nc3ccc(C(N)=O)cc3)CC2)cc1	3	0	-1	1	-0.3	26	-8	-3	2	32
CCCOc1ccc(C(C)=O)cc1CSc1nc(O)cc(=O)[nH]1	-2	0	i	4	-0.5	-9	-10	-1	-1	18
CSc1nnc2n(Cc3ccccc3)c(=O)c3c4c(sc3n12)COC(C(C)C)C4 (stereo unspecified)	8	0	6	1	-0.3	-9	4	-3	-4	5
COc1ccc(C(=O)NC(=S)Nc2ccc(CN3CCOCC3)cc2)cc1	-31	-2	-3	2	-0.1	-13	1	-11	4	16
Cc1cc(C)n(CCN(C)Cc2nc(Cc3ccccc3F)no2)n1	2	0	1	-2	-0.2	-27	5	-1	-2	6
Cc1cc(C)c(C#N)c(N2CCN(c3ccc(F)cc3)CC2)n1	0	2	-2	4	-0.1	3	-3	1	3	10
Cc1cccc(OCC(=O)Oc2ccc(Cl)cc2)c1	12	1	1	/	-0.9	/	6	-2	/	26
CC(C)(C)CC(=O)NC(=S)NCc1ccco1	0	2	0	-1	-0.3	-29	-5	-10	5	14
Cc1ccc(-n2nnnc2-c2cnoc2-c2cccc(F)c2)cc1	-4	-1	-5	1	3.5	1	19	0	4	7
NNC(=O)Cc1csc(-c2ccccc2)n1	-9	3	-2	6	-0.2	-11	15	2	3	0
COc1ccc(C2C(C#N)=C(N)Oc3n[nH]c(C)c32)cc1Cn1cc([N+](=O)[O-])cn1 (stereo unspecified)	11	0	-2	-2	-0.3	12	13	5	4	36
CC(C)Cn1c(N)cc(=O)n(C)c1=O	-13	3	-2	1	-0.4	-31	-9	0	0	17
CC(=O)Nc1ccc(NC(=O)COc2ccc3c(c2)CCC3)cc1	-50	-2	1	0	-1.2	5	-54	-40	-6	34
Nc1nnc(SCC(=O)c2ccc3ccccc3c2)s1	-135	-1	-2	-3	3.9	-169	39	13	2	9
N#CCn1cnc2sc(-c3ccccc3)cc2c1=O	-21	0	0	-2	2.6	-71	2	8	0	-1
O=C(NCc1ccco1)/C(=C/c1ccccc1)NC(=O)c1ccco1	-4	0	2	3	-0.2	-17	-14	-2	6	0
COc1ccc(-c2nnc(SCC(N)=O)n2N)cc1	-31	0	-5	-2	/	-5	7	4	2	-2
COc1ccc(/C=N/NS(=O)(=O)c2ccc(C)cc2)cc1	5	3	-1	-2	1.0	-40	-2	-4	3	-83*
O=C(c1ccccc1-c1ccccc1)N1CCOCC1	12	1	1	-1	0.9	-5	-48	-38	6	19
CCc1cccc(CC)c1NC(=O)c1ccc(-n2cncn2)nc1	15	-3	0	-2	-0.6	18	-2	8	2	-2
O=C(COC(=O)Cc1cccc(C(F)(F)F)c1)Nc1ccc2[nH]c(=O)[nH]c2c1	11	0	-1	/	-0.4	/	3	-3	/	18
Cc1c(C(=O)Nc2ccc(C(=O)Nc3ccccc3)cc2)cccc1[N+](=O)[O-]	-6	-2	-1	3	-1.2	-8	8	-4	12	15
COc1ccc(C(NC(=O)CN2CCCCCC2)c2ccc(OC)cc2)cc1	1	1	-2	0	0.0	-5	10	-2	5	-17

The list continues:
SMILES	aSyn UTR inh	GSK3B inh	GSK3 alpha inh	HSP90 refold inh	HIF act	KLF5 inhibitor	HSF1 activator	HSF1 inhib	IEC-6 tox	AI-2 QS mod
O=C(Nc1ccc2nc3n(c(=O)c2c1)CCCCC3)c1ccccn1	-54	-3	-1	-4	0.8	-164	24	12	1	16
COc1ccc(N(CC(=O)Nc2cc(OC)ccc2OC)S(=O)(=O)c2c(C)nn(C)c2C)cc1	9	3	1	-5	-0.1	-32	15	7	-2	27
CC(=O)N(c1ccccc1)c1nc(/C=C/C(=O)O)cs1	-3	-3	0	-1	1.1	-2	?	34	-4	4
O=C(Nc1ccc(O)c(-c2nc3ccccc3o2)c1)C1(c2ccc(Br)cc2)CCCC1	8	2	-1	-2	1.8	6	12	-6	-5	17
CCCCCCn1c(=O)c(C(=O)N/N=C/c2cccc(F)c2)c(O)c2ccccc21	10	0	/	1	-0.1	-4	13	0	4	13
CCC1(c2ccc(F)cc2)NC(=O)N(CC(=O)N2CCN(S(=O)(=O)c3ccc(Cl)cc3)CC2)C1=O (stereo unspecified)	6	2	0	/	-0.1	/	20	7	/	23
CCn1cc(CN(C)S(=O)(=O)c2cccc([N+](=O)[O-])c2)cn1	10	2	0	3	-0.5	-8	-7	1	6	27
COCCNC(=O)C(c1ccc(C)o1)N(CCOC)C(=O)Cn1nnc2ccccc21 (stereo unspecified)	10	2	-3	2	-0.3	0	/	/	1	5
CC(C)n1cnnc1SCC(=O)NNC(=O)COc1ccc(Cl)cc1	16	1	-3	/	-0.1	/	-22	-4	/	15
CCOc1nc(NCCN2CCOCC2)nc(Nc2ccc(C)cc2)n1	-5	0	-2	-2	296*	-4	4	-3	-1	11
O=C(NC1CCCCC1)C1CC=CCC1C(=O)OCC(Cl)=C(Cl)Cl (stereo unspecified)	14	2	-1	-1	0.3	-13	5	8	2	7
CC(=O)Nc1nc(-c2ccc([N+](=O)[O-])cc2)cs1	-33	-6	-3	-6	-0.6	-32	0	4	1	18

Screening results: PubChem BioAssay, several laboratories
